# Assay outcomes: PubChem, several laboratories
# FID counter = displaces DNA intercalator in HCV helicase counter-screen; DNA fluorescent intercalator displacement, fluorescence; inhibition, % at 7.9 µM; 0.17% of 290,000 active; in the data active means inhibition above about 37%;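 further: 0% = vehicle and 100% = reference compound; higher means more ethidium bromide displaced from hairpin DNA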
# IMP-1 inhibitor = inhibitors of Pseudomonas aeruginosa IMP-1 metallo-beta-lactamase; purified IMP-1, nitrocefin hydrolysis, epi-absorbance fluorescence; inhibition, % at 5.6 µM; 0.45% of 290,000 active;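 active means inhibition above the mean plus 3 SD of all compounds in the same screening run, cut at about 4.5% in these data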;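 further: 0% = IMP-1 with DMSO and 100% = DMSO wells lacking enzyme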
#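 Test system: recombinant IMP-1 enzyme, purified / Medium: HEPES buffer pH 7.1 with ZnSO4 and Brij 35 / Doses: single dose, 5.6 µM / Times: 25 °C, 15 min preincubation, 25 min reaction / Detection: Epi-absorbance via hydrolysed-nitrocefin quenching of white-plate fluorescence, 480/530 nm, EDTA stop / Evaluation: percent inhibition from optical density relative to buffer-blank wells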
# SUMO HTRF inh = inhibitors of human SUMOylation (UBC9). 0.36% of 290,000 active. inhibition, % at 35 µM. P63279. HTRF SUMOylation assay, SAE1/SAE2 + UBC9, in vitro. AID 2006; in the data active means inhibition above about 50%, passing the limit was not always enough; further: strong numbers were not always called active
# Target sequence (P63279 whole entry, looked up): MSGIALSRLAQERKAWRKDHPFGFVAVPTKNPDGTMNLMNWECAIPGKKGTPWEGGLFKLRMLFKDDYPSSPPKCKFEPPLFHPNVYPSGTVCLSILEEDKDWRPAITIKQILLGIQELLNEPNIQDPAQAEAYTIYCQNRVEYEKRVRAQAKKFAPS
# PHOSPHO1 block = blocks human PHOSPHO1 phosphatase activity. inhibition, % at 13.3 µM. Q8TCT1. 1.1% of 290,000 active. recombinant PHOSPHO1, absorbance phosphatase assay; in the data active means inhibition above about 60%
# Target sequence (Q8TCT1 whole entry, looked up): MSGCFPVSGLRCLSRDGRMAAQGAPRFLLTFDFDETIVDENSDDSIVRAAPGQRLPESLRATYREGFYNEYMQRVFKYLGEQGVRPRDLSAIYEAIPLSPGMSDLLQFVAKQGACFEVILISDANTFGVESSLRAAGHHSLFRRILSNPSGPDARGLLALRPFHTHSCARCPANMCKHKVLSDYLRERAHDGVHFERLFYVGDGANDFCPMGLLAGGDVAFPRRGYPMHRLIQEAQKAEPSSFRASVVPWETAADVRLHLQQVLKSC
# MEKK3 PB1 HTS = MEKK3-MEK5 PB1 interaction, increase or decrease | 1.4% of 290,000 active | binding response (% of control), % at 10 µM | AID 1529 | bead-based flow cytometry, Alexa488-MEK5 binding to MEKK3; actives lie on both sides; 0 = blocked by unlabeled MEK5, 100 = vehicle | Q99759;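 active means binding response more than 3 SD above or below the average of its plate-row segment, actives on both sides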;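 further: Alexa488 bead fluorescence after subtracting the streptavidin-only scavenger bead signal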
# Target sequence (Q99759 whole entry, looked up): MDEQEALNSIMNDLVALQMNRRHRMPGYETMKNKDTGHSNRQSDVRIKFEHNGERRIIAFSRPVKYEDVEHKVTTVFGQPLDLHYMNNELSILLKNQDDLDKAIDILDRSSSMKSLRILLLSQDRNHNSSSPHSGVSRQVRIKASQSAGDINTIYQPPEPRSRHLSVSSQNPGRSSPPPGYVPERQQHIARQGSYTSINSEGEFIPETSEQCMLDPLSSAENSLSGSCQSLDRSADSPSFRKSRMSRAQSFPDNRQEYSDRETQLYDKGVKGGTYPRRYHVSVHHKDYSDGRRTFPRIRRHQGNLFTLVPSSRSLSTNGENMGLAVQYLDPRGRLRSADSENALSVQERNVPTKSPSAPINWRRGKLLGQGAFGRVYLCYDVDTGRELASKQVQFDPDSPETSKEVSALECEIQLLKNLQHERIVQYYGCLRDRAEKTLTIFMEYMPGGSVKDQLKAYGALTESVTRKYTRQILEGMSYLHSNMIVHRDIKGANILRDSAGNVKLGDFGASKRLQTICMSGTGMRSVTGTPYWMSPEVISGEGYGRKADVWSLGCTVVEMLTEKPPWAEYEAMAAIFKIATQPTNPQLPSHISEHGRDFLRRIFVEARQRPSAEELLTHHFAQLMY
# VIM-2 inhibitor = blocks Pseudomonas aeruginosa VIM-2 metallo-beta-lactamase; AID 1527; inhibition, % at 5.6 µM; purified VIM-2, nitrocefin hydrolysis, epi-absorbance fluorescence; 0.89% of 290,000 active;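 active means inhibition above the mean of all tested compounds plus 3 SD, cutoff set per screening run, cut at about 7.5% in these data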;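 further: red hydrolysis product quenches plate fluorescence so inhibitors raise well fluorescence; 0% = enzyme with DMSO and 100% = DMSO without enzyme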
# IDE cell activ = activators of human insulin-degrading enzyme in cells. 0.073% of 340,000 active. P14735. activation, % at 5.96 µM. HEK cells, FAbeta-B cleavage, fluorescence polarization; 0% vehicle, 100% cell-free pure enzyme wells;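 active means activation above the mean of all tested compounds plus 3 SD, set per screening campaign, cut at about 17% in these data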
# NS3 helicase inh = inhibitors of Hepatitis C virus NS3 helicase | NS3 helicase DNA unwinding, Cy5 molecular beacon fluorescence | inhibition, % at 10.9 µM | 0.56% of 290,000 active | AID 1800;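 active means inhibition above the mean of all tested compounds plus 3 SD, set per campaign, cut at about 35% in these data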;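 further: 0% = DMSO wells and 100% = thioflavine S control wells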
#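 Control set: DMSO versus 110 µM thioflavine S; Material: NS3 helicase fragment of HCV; Measured by: Cy5 fluorescence at 0 and 60 min, beacon hairpin quenching; Read-out basis: percent inhibition from t60/t0 fluorescence ratio; Times: reaction time 60 min, 25 °C; Repeats: single replicate; Compound dosing: single dose, 10.9 µM nominal final, DMSO 0.8% final.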
# pCIP destab = p/CIP protein destabilization | decrease of EGFP signal, % at 10 µM | AID 1984 | F442A p/CIP-EGFP cells, EGFP fluorescence, 16 h | 0.01% of 290,000 active | Q05BA5;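 active means EGFP signal decrease of at least 30% at 10 µM or well 3 SD below plate mean, unless failing retest; inactive means the rest, including hits failing retest or dose response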; further: some compounds called inactive have numbers as strong as hits; many of its hits are not listed in these tables
# * hit, by the source's call; / = no result given. Some of the compounds tested, so the mix of outcomes need not match the whole.
1: COc1ccc2c(c1)CCc1c(C(=O)NCCN3CCOCC3)noc1-2
2: CCn1c(SCC(=O)c2ccc3c(c2)OCCO3)nnc1C(C)C
3: CCN(Cc1ccccc1)c1ccc(/C=N/N=C(N)N)cc1
4: COc1ccc(OC)c2[nH]c(=O)c(CCNS(=O)(=O)c3ccccc3)cc12
5: CC(=O)c1ccc(NC(=O)c2cccs2)cc1
6: CCN1CCN(C(=O)c2cc3cc(Cl)ccc3[nH]2)CC1
7: C/C(=N\N=C\c1ccccc1)c1nnn(-c2nonc2N)c1C
8: O=C(Nc1ccccn1)c1ccc2ccccc2c1O
9: CCc1ccc(N(CC(=O)Nc2ccccc2C(=O)N2CCOCC2)S(C)(=O)=O)cc1
10: COc1cccc(OCc2nc3c4cnn(-c5ccccc5)c4ncn3n2)c1

Screen / compound no.	1	2	3	4	5	6	7	8	9	10
FID counter	0	-14	14	-18	-3	2	-6	-1	-8	0
IMP-1 inhibitor	-1.5	-1.8	-1.2	-1.9	-0.5	-0.8	-2.7	-3.7	-2.8	-1.9
SUMO HTRF inh	3	13	-5	38	21	9	3	26	-5	12
PHOSPHO1 block	-1	-1	0	30	-3	2	27	/	-6	-1
MEKK3 PB1 HTS	98	104	93	/	93	104	97	104	104	109
VIM-2 inhibitor	1.9	0.4	-0.4	-2.9	-2.7	0.3	-2.5	-2.9	-2.6	-2.9
IDE cell activ	0	1	6	5	0	4	4	2	4	5
NS3 helicase inh	6	-5	-91	-3	-2	2	21	2	5	-5
pCIP destab	3	-12	3	-7	-7	17	-1	-8	-1	-4

11: COC(=O)c1sc(OC)cc1OCc1ccc(C)cc1
12: COc1cc2nc(SCc3ccc(F)cc3)n(Cc3cccs3)c(=N)c2cc1OC
13: Cc1cc(C)nc(N2CCCC(C(=O)NCc3ccccc3)C2)n1 (stereo unspecified)
14: O=C(CCc1nc2sc3c(c2c(=O)[nH]1)CCCC3)NCCc1ccc(F)cc1
15: CCCNC(=S)NCc1ccc(Cl)cc1
16: COc1ccc(C(=S)NCS(=O)(=O)c2ccc(C)cc2)cc1
17: O=C1CC(c2ccco2)Cc2nc(NCC3CCCO3)ncc21 (stereo unspecified)
18: CCC1=NC(c2ccc(OC)c(OC)c2)N(O)C1(C)C (stereo unspecified)
19: O=c1cc(/C=C/c2cccs2)[nH]c2ccccc12
20: COc1ccc2[nH]c(=O)c(CN(Cc3cccnc3)S(=O)(=O)c3ccccc3F)cc2c1

Screen / compound no.	11	12	13	14	15	16	17	18	19	20
FID counter	-7	-6	-7	-32	0	-3	-10	1	0	-36
IMP-1 inhibitor	-0.9	-2.7	1.0	-1.7	-2.6	-1.4	-1.2	-1.6	-2.6	-1.0
SUMO HTRF inh	0	-24	6	25	5	15	-9	-2	-3	13
PHOSPHO1 block	-4	-56	-4	-39	-5	-15	-23	-7	-2	35
MEKK3 PB1 HTS	100	103	108	98	99	102	102	106	99	100
VIM-2 inhibitor	-5.1	-3.1	-2.1	-0.5	-0.7	-1.4	-2.3	1.1	-0.7	-1.7
IDE cell activ	3	2	0	-3	0	-6	2	4	-6	1
NS3 helicase inh	5	-19	15	-3	1	-8	4	5	3	7
pCIP destab	6	-4	-16	-9	-10	-4	3	6	-6	-25

21: COc1cccc(CNC(=O)C23CN(Cc4ccccc4)CC2C(c2ccc([N+](=O)[O-])cc2)=NO3)c1 (stereo unspecified)
22: O=C(NCCCn1ccnc1)c1ccccc1F
23: C=CCOc1ccc(C2N3CC4(C)CN2CC(CCC)(C3)C4=O)cc1 (stereo unspecified)
24: Cc1nn(C)cc1C1C(C#N)=C(N)N(c2cccnc2)C2=C1C(=O)CCC2 (stereo unspecified)
25: COc1ccc(C2c3[nH]c4ccccc4c3C[C@H]3C(=O)N(C4CCN(Cc5ccccc5)CC4)CC(=O)N23)c(OC)c1 (stereo partly specified)
26: CC(C)N(CCNC(=O)c1ccc(CS(=O)(=O)c2c(Cl)cccc2Cl)o1)Cc1ccccc1
27: O=C(c1c(F)cccc1F)N1CCC(n2nnc3cc(C(F)(F)F)ccc32)CC1
28: Cc1c(C(=O)O)sc2nc(CSc3nnc(-c4ccc(F)cc4)n3C)[nH]c(=O)c12
29: CN(CC(=O)c1c(N)n(C)c(=O)n(C)c1=O)c1ccccc1
30: O=C(Cc1ccc(S(=O)(=O)N2CCOCC2)s1)Nc1ccc2c(c1)CCC2

Screen / compound no.	21	22	23	24	25	26	27	28	29	30
FID counter	-10	-1	-18	-3	4	16	10	-5	-1	-8
IMP-1 inhibitor	-2.8	-1.6	-2.6	-0.6	-1.1	-1.7	-3.8	-3.4	-3.8	-1.5
SUMO HTRF inh	-5	-7	7	32	-12	8	2	-6	14	-5
PHOSPHO1 block	29	19	10	-18	5	29	-13	32	39	-1
MEKK3 PB1 HTS	95	103	/	99	109	103	97	102	114	105
VIM-2 inhibitor	-4.8	-2.2	-3.4	1.3	0.3	-0.8	-5.4	-3.3	0.5	0.7
IDE cell activ	1	4	-2	3	1	7	0	-3	-1	3
NS3 helicase inh	-15	6	-8	4	-80	-2	4	10	-14	-11
pCIP destab	-5	1	-6	-1	-1	1	-6	-9	10	-1

# 4 compounds out of the list above, arranged by the number in pCIP destab, smallest number first:
no. | Molecule | IMP-1 inhibitor | SUMO HTRF inh | PHOSPHO1 block | MEKK3 PB1 HTS | VIM-2 inhibitor | IDE cell activ | NS3 helicase inh | pCIP destab
28 | Cc1c(C(=O)O)sc2nc(CSc3nnc(-c4ccc(F)cc4)n3C)[nH]c(=O)c12 | -3.4 | -6 | 32 | 102 | -3.3 | -3 | 10 | -9
23 | C=CCOc1ccc(C2N3CC4(C)CN2CC(CCC)(C3)C4=O)cc1 (stereo unspecified) | -2.6 | 7 | 10 | / | -3.4 | -2 | -8 | -6
30 | O=C(Cc1ccc(S(=O)(=O)N2CCOCC2)s1)Nc1ccc2c(c1)CCC2 | -1.5 | -5 | -1 | 105 | 0.7 | 3 | -11 | -1
26 | CC(C)N(CCNC(=O)c1ccc(CS(=O)(=O)c2c(Cl)cccc2Cl)o1)Cc1ccccc1 | -1.7 | 8 | 29 | 103 | -0.8 | 7 | -2 | 1

# Other results follow:
31: CCOc1ccc(C(=S)NC2CCCCC2)cc1OCC
32: COc1ccc(S(=O)(=O)NCC2CCCN(Cc3ccc(OC)cc3F)C2)cc1 (stereo unspecified)
33: CC(C)Cc1cc(C(=O)O)n[nH]1
34: CCC(C)NC(=S)Nc1ccc(C(=O)OC)cc1 (stereo unspecified)
35: CN(C)S(=O)(=O)N1CCN(c2ccc([N+](=O)[O-])c(NC3CC3)c2)CC1
36: CCn1c(CNc2nc(-c3ccccc3)cs2)nnc1SCC(=O)NCc1ccccc1
37: CC1=C(C(=O)OCc2ccccc2)C(c2ccc(Cl)cc2)NC(=O)N1CCCC(=O)O (stereo unspecified)
38: Cc1nc(CNC(=O)c2cc(COc3ccc(F)cc3Cl)on2)cs1
39: CN(C)c1ccc(/C=N/NC(=O)c2ccc3nc[nH]c3c2)cc1
40: Cc1nc2ccc(NC(=O)N(C)c3ccccc3)cc2s1

Screen / compound no.	31	32	33	34	35	36	37	38	39	40
FID counter	-27	7	3	-7	-1	-33	-36	-13	-2	-1
IMP-1 inhibitor	-4.7	-3.9	-4.7	-1.7	-0.8	1.3	-0.9	-2.6	-3.8	-0.2
SUMO HTRF inh	-8	4	-10	-2	9	1	0	-6	13	0
PHOSPHO1 block	/	31	25	52	4	-8	4	23	23	-15
MEKK3 PB1 HTS	96	102	96	100	92	106	105	100	101	95
VIM-2 inhibitor	-2.7	-1.1	-0.5	-1.9	-1.3	-2.9	0.0	-1.1	-3.3	0.1
IDE cell activ	2	6	6	-2	3	-10	/	0	4	4
NS3 helicase inh	-12	-2	1	-4	0	0	25	-10	-1	4
pCIP destab	-7	5	8	-7	-4	11	-4	12	-6	-6

# Just IMP-1 inhibitor, for some of the entries so far:
cpd	molecule	IMP-1 inhibitor
13	Cc1cc(C)nc(N2CCCC(C(=O)NCc3ccccc3)C2)n1 (stereo unspecified)	1.0
39	CN(C)c1ccc(/C=N/NC(=O)c2ccc3nc[nH]c3c2)cc1	-3.8

# Next entries follow:
41: COc1ccc(F)cc1COc1nc(C)nc2ccccc12
42: COc1ccc(/C=N/NC(=O)c2ccn[nH]2)cc1COc1ccc(F)cc1
43: CCC(C)NC(=O)c1ccccc1NC(=O)COc1ccc(OC)cc1 (stereo unspecified)
44: CC(C)OC(=O)CSc1nnc(-c2ccc(O)cc2)n1Cc1ccccc1
45: CC(=O)c1cc(NC(=O)c2ccc(C)cc2)c(=O)oc1/C=C/N(C)C
46: CCCN(CCC)C(=O)Cn1c(=O)n(CCCCCC(=O)Nc2ccccc2)c(=O)c2sccc21
47: Cc1ccc(C(=O)N2CCC3(CC2)Oc2ccc(F)cc2C(=O)C32CC(c3cccnc3)=NO2)s1 (stereo unspecified)
48: COc1ccccc1CC(=O)NNC(=O)c1cccs1
49: CCOC(=O)CC1CCCCN1C(=O)c1cc(COc2cccc3cnccc23)on1 (stereo unspecified)
50: Cc1ccc(-n2nc(C)c(NC(=O)CCl)c2C)cc1C

Screen / compound no.	41	42	43	44	45	46	47	48	49	50
FID counter	-15	-10	-13	-33	-14	-4	/	1	-32	2
IMP-1 inhibitor	-1.9	-2.6	1.2	-4.2	0.5	-3.2	/	-3.0	-1.2	-1.7
SUMO HTRF inh	6	30	3	24	-8	-3	11	-1	21	6
PHOSPHO1 block	36	6	-8	2	-4	19	9	-7	40	7
MEKK3 PB1 HTS	102	108	/	95	106	104	95	90	100	99
VIM-2 inhibitor	-0.5	-3.9	-2.4	0.5	2.0	-2.8	/	-2.1	-2.5	-0.8
IDE cell activ	-1	2	1	3	-35	4	-2	1	-4	-1
NS3 helicase inh	12	-5	1	-4	30	6	/	0	-4	-8
pCIP destab	-4	-16	-10	-1	-30	3	-7	12	-22	6

51: COc1ccc(F)cc1S(=O)(=O)NCC(=O)NCc1cc(=O)n(C)c(=O)n1C
52: NS(=O)(=O)c1ccc(CCNC(=O)NC23CC4CC(CC(C4)C2)C3)cc1
53: COC(=O)c1sccc1NC(=S)Nc1cc(OC)ccc1OC
54: Cc1ccccc1NC(=O)CN1C(=O)CSc2ccc(S(=O)(=O)N3CCCC3)cc21
55: Cc1sc2nc(SCc3nnc(-c4cccs4)o3)n(C3CCCC3)c(=O)c2c1C
56: CCn1c2ccc(C)cc2c2n[nH]c(=S)nc21
57: COc1cc(OC)cc(-c2nnc(SCC(=O)Nc3cccc(C(=O)O)c3)s2)c1

Screen / compound no.	51	52	53	54	55	56	57
FID counter	-9	-6	-7	-25	0	-5	-20
IMP-1 inhibitor	-3.0	-3.0	-4.9	0.9	-1.4	-4.3	-2.8
SUMO HTRF inh	-2	-3	-7	18	-8	-6	10
PHOSPHO1 block	38	30	31	34	13	-8	24
MEKK3 PB1 HTS	100	96	103	98	108	106	127
VIM-2 inhibitor	-2.4	-4.0	-3.6	0.7	-3.4	4.6	-1.4
IDE cell activ	-3	2	-5	4	6	-13	1
NS3 helicase inh	5	3	5	1	-6	4	8
pCIP destab	-12	-1	14	-3	-9	6	-7
